Compound activity: PubChem BioAssay, National Center for Advancing Translational Sciences (NCATS)
NPC1 prom act – activates the NPC1 promoter. Huh7 NPC1 promoter luciferase reporter, 24 h. Potency, µM (top dose mostly 9.22 µM), for the others: at the top dose activation, usual class: activators. 320,000 compounds, 2.4% hits;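 further: % of control where 0% means no effect; nearly all actives have a fitted effect of over 60% in size; reporter is driven by a mutant NPC1 promoter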
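Compounds in DMSO were transferred onto Huh7 NPC1-luciferase reporter cells pre-incubated 2 h; after 24 h at 37 °C, Amplite reagent was dispensed and luminescence recorded 10 min later.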
CXXC DNA block – inhibitors of human MLL CXXC domain-DNA interaction; Q03164; Potency, µM (series often up to 115 µM), for the others: top-dose activity change, negative = inhibition, most hits filed as inhibitors; 290,000 compounds, 0.037% hits; AID 2662; MLL-CXXC / FITC-HOXA9 DNA fluorescence polarization; active means well fitted inhibition curve with a large enough effect in the polarisation, with a control signal flat, not every such curve was filed as active; inconclusive means small, poorly fitted or top-dose-only effect, or effect the other way, or a change in a side signal; inactive means no such curve, though single readings can be large or run the other way; the % refers to the polarisation
Target sequence (Q03164 whole entry, looked up, the tested form may be a part): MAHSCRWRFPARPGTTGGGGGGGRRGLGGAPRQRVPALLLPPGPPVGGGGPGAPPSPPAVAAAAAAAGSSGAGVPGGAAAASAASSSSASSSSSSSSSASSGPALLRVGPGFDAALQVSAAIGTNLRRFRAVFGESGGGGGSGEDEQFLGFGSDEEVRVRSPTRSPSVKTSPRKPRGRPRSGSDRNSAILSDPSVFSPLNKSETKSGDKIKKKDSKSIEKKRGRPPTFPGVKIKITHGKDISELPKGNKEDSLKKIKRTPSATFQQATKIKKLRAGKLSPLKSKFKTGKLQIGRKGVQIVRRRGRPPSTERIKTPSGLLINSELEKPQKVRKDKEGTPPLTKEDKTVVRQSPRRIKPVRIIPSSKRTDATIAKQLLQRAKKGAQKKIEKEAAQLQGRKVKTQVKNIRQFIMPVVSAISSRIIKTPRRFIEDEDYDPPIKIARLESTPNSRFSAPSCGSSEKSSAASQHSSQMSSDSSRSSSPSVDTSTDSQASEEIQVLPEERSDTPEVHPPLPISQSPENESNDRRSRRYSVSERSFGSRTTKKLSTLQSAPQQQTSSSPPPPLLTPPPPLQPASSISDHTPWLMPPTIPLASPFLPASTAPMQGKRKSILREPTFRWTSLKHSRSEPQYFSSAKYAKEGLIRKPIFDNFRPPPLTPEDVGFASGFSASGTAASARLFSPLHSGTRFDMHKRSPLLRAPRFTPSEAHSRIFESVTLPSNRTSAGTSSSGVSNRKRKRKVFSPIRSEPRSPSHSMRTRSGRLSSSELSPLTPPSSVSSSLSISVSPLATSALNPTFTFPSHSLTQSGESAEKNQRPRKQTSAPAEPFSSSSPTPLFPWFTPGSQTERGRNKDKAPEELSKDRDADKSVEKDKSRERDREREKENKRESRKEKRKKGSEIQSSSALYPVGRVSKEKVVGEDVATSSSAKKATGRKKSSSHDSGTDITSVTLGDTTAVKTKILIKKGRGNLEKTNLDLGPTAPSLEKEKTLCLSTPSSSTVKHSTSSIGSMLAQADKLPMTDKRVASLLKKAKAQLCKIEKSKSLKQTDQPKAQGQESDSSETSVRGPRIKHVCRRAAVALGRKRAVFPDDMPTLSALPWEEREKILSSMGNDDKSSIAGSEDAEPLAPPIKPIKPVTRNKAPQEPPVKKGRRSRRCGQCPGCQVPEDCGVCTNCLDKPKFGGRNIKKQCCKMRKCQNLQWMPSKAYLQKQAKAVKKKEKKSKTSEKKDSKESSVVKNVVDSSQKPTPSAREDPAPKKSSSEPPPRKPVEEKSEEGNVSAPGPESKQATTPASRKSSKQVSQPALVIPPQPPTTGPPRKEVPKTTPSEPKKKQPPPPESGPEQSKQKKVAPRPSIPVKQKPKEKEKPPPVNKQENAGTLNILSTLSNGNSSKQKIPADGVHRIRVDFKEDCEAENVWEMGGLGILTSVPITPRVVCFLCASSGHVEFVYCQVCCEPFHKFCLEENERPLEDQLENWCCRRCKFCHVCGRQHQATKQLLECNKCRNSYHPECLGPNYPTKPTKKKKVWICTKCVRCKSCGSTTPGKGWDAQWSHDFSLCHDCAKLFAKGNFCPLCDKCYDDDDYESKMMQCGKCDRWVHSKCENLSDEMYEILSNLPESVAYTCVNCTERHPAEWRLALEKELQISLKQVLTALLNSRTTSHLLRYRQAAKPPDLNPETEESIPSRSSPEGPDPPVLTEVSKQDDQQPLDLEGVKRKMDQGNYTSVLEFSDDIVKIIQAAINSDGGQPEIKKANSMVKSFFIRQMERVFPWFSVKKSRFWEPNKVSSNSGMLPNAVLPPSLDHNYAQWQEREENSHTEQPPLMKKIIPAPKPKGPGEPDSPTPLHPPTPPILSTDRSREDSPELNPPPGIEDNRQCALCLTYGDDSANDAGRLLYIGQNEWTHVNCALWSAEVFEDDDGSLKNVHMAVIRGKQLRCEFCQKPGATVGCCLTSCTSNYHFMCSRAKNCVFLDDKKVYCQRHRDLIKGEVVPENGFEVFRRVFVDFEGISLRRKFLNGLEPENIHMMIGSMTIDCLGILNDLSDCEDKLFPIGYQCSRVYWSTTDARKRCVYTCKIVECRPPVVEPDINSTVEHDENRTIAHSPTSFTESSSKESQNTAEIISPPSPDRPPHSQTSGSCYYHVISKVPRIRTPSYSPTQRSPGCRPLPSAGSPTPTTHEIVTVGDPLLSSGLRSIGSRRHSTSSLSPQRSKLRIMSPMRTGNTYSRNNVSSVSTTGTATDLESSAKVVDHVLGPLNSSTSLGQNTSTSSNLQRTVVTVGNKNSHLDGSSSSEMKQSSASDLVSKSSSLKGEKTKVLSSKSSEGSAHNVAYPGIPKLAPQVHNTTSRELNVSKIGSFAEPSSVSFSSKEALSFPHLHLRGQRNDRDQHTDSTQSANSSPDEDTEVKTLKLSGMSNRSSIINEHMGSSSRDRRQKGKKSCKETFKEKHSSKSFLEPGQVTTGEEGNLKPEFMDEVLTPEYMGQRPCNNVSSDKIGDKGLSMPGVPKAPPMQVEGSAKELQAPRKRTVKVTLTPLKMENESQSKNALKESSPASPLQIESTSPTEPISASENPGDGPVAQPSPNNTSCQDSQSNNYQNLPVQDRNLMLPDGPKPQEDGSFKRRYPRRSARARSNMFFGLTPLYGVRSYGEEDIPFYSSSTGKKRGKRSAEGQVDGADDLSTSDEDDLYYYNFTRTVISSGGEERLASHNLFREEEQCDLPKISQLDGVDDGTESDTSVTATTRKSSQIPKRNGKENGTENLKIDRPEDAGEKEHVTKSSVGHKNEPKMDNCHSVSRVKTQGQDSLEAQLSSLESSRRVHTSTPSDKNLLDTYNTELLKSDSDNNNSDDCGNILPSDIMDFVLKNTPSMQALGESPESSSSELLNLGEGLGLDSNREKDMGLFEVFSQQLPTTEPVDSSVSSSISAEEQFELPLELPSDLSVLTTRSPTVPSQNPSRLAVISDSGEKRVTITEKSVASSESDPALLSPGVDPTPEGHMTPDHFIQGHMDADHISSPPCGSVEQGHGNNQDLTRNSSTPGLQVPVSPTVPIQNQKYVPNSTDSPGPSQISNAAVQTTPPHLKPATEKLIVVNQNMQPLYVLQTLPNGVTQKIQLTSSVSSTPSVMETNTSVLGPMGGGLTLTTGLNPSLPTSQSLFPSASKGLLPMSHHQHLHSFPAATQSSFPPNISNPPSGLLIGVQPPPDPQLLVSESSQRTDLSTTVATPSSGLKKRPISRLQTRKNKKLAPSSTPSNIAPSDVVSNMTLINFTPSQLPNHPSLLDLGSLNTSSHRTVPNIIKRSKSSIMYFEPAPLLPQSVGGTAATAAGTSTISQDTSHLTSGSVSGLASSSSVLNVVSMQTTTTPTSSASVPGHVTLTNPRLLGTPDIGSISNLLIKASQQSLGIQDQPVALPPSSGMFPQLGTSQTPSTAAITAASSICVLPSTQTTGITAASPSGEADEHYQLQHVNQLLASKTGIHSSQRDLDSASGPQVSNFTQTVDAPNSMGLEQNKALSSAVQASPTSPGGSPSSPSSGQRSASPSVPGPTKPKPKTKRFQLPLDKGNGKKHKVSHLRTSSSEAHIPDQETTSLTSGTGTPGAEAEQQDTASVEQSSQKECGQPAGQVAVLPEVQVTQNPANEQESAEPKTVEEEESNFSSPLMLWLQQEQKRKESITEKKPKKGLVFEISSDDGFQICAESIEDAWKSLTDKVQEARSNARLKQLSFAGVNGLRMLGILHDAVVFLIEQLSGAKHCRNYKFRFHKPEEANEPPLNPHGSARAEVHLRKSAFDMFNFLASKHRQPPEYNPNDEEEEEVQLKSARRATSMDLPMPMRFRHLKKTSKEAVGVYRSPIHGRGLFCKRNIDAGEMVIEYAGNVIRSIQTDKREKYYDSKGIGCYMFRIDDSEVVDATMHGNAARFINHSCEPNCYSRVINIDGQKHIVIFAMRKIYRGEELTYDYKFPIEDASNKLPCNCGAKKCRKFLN
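Purified MLL-CXXC (added from a 7 uM solution) was preincubated 5 min at ambient with pinned compounds in 50 mM Tris-HCl pH 7.5, 50 mM NaCl, 1 mM DTT, 0.05% BSA. Fluorescein-labeled HOX-A9 DNA (50 nM solution) followed, 30 min, then polarization read.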
BRCA1 expr act – BRCA1 expression activation; MCF7-BRCA1-FFLuc reporter, luminescence, 48 h; response scale: scaled: vehicle 0%, 10 µM genistein 100%; Potency, µM (doses to about 46.1 µM), for inactives: at the highest dose activation, actives largely listed as activators; 380,000 compounds, 1.1% hits; further: nearly all actives have a fitted effect of over 80% in size; some results filed as inactive show a strong effect at the top dose
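Reporter cells (MCF7, BRCA1 promoter-firefly luciferase) received library compounds across a concentration series for 48 h. End-point luminescence was measured and concentration-effect curves derived after normalization.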
Rab9 promoter act – activators of Rab9 promoter; Potency, µM (series often up to 9.22 µM), inactives show top-dose activation, negative = inhibition, usual class: activators; Huh7 Rab9 promoter-luciferase reporter, luminescence, 24 h; 320,000 compounds, 2.8% hits; further: % of control where 0% means no effect; nearly all actives have a fitted effect of over 60% in size
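Luminescence read-out: Huh7 cells stably expressing Rab9-luciferase, treated 24 h with compound at 37 °C, then lysed with luciferase reagent for 10 min at ambient before reading.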
RORg inh – inhibitors of mouse ROR gamma transcriptional activity; P51450; Potency, µM (highest dose often 53.6 µM), inactives show at the top dose activity change, negative = inhibition, most hits filed as inhibitors; 310,000 compounds, 5.4% hits; Drosophila S2 Gal4-RORgamma UAS-luciferase reporter, 20 h; further: on the % scale 0 is the no-effect control and ±100 the full control effect; nearly all actives have a fitted effect of over 60% in size
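Read-out: Photinus luciferase luminescence; inhibitors lower reporter signal. Insect Schneider cells with Gal4-ROR gamma fusion under metallothionein promoter, UAS reporter; 700 uM final copper sulfate induction, 20 hr, ambient temperature.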
Gal4-VP16 FLuc – counter-screen for ROR gamma inhibitors: Gal4-VP16 reporter; Drosophila S2 Gal4-VP16 UAS-luciferase, luminescence, 20 h; Potency, µM (top dose mostly 53.6 µM), without a hit: at the highest dose activity, negative = inhibition, most hits filed as inhibitors; 310,000 compounds, 3.5% hits; AID 2546;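 further: Gal4-VP16 expression switched on by copper sulfate through the metallothionein promoter; on the % scale 0 is the no-effect control and ±100 the full control effect; nearly all actives have a fitted effect of over 50% in size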
FLuc modulator – firefly luciferase modulation, counter-screen for miR-21 project. P08659. 360,000 compounds, 6.9% hits. purified FLuc, Km substrates, luminescence inhibition. Potency, µM (series often up to 57.5 µM), inactives show at the highest dose activity change, negative = inhibition, actives largely listed as inhibitors;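 further: plate controls were vehicle for no effect and reference inhibitor for full effect; nearly all actives have a fitted effect of over 55% in size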
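Purified P. pyralis luciferase, 10 nM final, with Km-level 10 uM D-luciferin and 10 uM ATP in 50 mM Tris acetate pH 7.5, 10 mM Mg acetate, 0.01% Tween-20, 0.05% BSA; 6-point qHTS titration about 60 µM downward; luminescence read.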
ELG1 genotox – induces genotoxicity in HEK293T cells with luciferase-tagged ELG1; AID 504466; HEK293T ELG1-luciferase reporter, luminescence, 16 h; 330,000 compounds, 1.3% hits; Potency, µM (highest dose often 46 µM), for inactives: at the highest dose activity change, positive = activation, most hits filed as activators; further: % of control where 0% means no effect; nearly all actives have a fitted effect of over 60% in size
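ELG1-luciferase HEK293T cells, 2,000/well; compound pinned in; 16 hr, 37 °C, 5% CO2; ONE-Glo, 30 min RT; luminescence on CCD imager.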
uPA generation – cell surface uPA generation inhibition; cell surface uPA generation assay, qHTS; Potency, µM (series often up to 38.3 µM), for inactives: at the highest dose activity change, negative = inhibition, usual class: inhibitors; 330,000 compounds, 0.31% hits; active means well fitted inhibition curve with a large enough effect; inconclusive means small, poorly fitted or top-dose-only effect; inactive means no such curve, though single readings can be large or run the other way; tested in mouse RAW 264.7 cells; further: on the % scale 0 is the no-effect control and ±100 the full control effect; nearly all actives have a fitted effect of over 55% in size
MBNL1 CUG block – MBNL1-poly(CUG) RNA binding inhibition | Q9NR56 | TR-FRET MBNL1-His/biotin-(CUG)12 binding, 665/545 ratio | Potency, µM (series often up to 57.5 µM), without a hit: at the top dose activity change, negative = inhibition, actives largely listed as inhibitors | 280,000 compounds, 0.036% hits | AID 2675; active means well fitted inhibition curve with a large enough effect in the signal ratio, with a control signal flat, not every such curve was filed as active; inconclusive means small, poorly fitted or top-dose-only effect, or effect the other way, or a change in a side signal; inactive means no such curve, though single readings can be large or run the other way; the % refers to the signal ratio; further: on the % scale 0 is the no-effect control and ±100 the full control effect
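TR-FRET readout: Ex 340 nm, 665/545 nm emission ratio, normalized to buffer-only (basal) and MBNL1-(CUG)12 controls. Complex of MBNL1-His with Biotin-(CUG)12, compounds 92 nM–58 uM, incubated 60 min at room temperature.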
p53 reactivator – re-activators of mutant p53; AID 504706; 320,000 compounds, 0.063% hits; Potency, µM (doses to about 92.2 µM), for inactives: top-dose activity change, positive = activation, most hits filed as activators; H1299 p53-A138V BP100-luciferase reporter, luminescence, 24 h; further: % of control where 0% means no effect; nearly all actives have a fitted effect of over 45% in size
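p53-null H1299 cells stably carrying temperature-sensitive p53-A138V and a BP100-luciferase reporter were pinned with compounds (4-point, 1:5 series) and held 24 hrs at 37 deg C. Luminescence was read 10 min after detection reagent.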
Starred values were filed as active, the others as inactive; ? = inconclusive; / = not tested or not shown; [ ] = another dose, or the depositor's remark. Unless noted, the call rests on the fitted dose curve; in most records, active means well fitted curve in the direction sought with a large enough effect; inconclusive means small, poorly fitted or top-dose-only effect, or another doubt; inactive means no such curve, though single readings can be large; an effect the other way counts as inactive or inconclusive. Potency means the concentration at half of the fitted maximal effect. An excerpt, so the mix of outcomes need not match the whole.

1: CCCCNC(=O)c1cccc(NC(=O)C(=O)c2ccccc2NC(C)=O)c1
2: COc1cccc(C(=O)/C=C/c2ccc(N3CCCCC3)c([N+](=O)[O-])c2)c1
3: COCC(=O)Nc1sc2c(c1C(=O)OC)CCC(C)C2 (stereo not drawn)
4: CCCN1C2CCCC1CC(NC(=O)Nc1cccc(C(C)=O)c1)C2 (stereo not drawn)
5: CCN1C(=O)C(CC(=O)Nc2ccc(OC)cc2)N(CCCN2CCN(c3ccc(F)cc3)CC2)C1=S (stereo not drawn)
6: CN(c1ccccc1)c1nc(N)c(C#N)c(CC#N)c1C#N
entry no.	1	2	3	4	5	6
NPC1 prom act	1%	-1%	1%	-1%	-10%	6%
CXXC DNA block	-11%	-28%	-2%	1%	5%	-3%
BRCA1 expr act	16%	-90%[inhibitor]	-22%	-36%	-58%	-6%
Rab9 promoter act	-4%	-2%	4%	1%	-7%	0%
RORg inh	?	10%	41%	1%	35%	?
Gal4-VP16 FLuc	-7%	1%	5%	-3%	3%	-20%
FLuc modulator	-3%	8.5µM*	?	-1%	3%	4%
ELG1 genotox	0%	11%	?	2%	-22%	8%
uPA generation	-1%	-3%	2%	-2%	-19%	-9%
MBNL1 CUG block	10%	?	0%	10%	-24%	-5%
p53 reactivator	-8%	13%	2%	-9%	-4%	-11%

The closing 3 records of the section before come first, to join the parts.
4: CCCN1C2CCCC1CC(NC(=O)Nc1cccc(C(C)=O)c1)C2 (stereo not drawn)
5: CCN1C(=O)C(CC(=O)Nc2ccc(OC)cc2)N(CCCN2CCN(c3ccc(F)cc3)CC2)C1=S (stereo not drawn)
6: CN(c1ccccc1)c1nc(N)c(C#N)c(CC#N)c1C#N
7: CC1(C)Cn2c(nnc2-c2ccccc2)S1
8: CCCCc1nnc(NC(=O)Cc2ccc(OC)c(S(=O)(=O)N3CCOCC3)c2)s1
9: CCC1Oc2ccccc2N(CC(=O)Nc2ccccc2OC)C1=O (stereo not drawn)
10: CCC(C)[C@H](NC(=O)Nc1ccc(C)cc1C)C(=O)O (stereo partly drawn)
11: COc1ccc(/C=N/Nc2cc(C)nc(-n3nc(C)cc3C)n2)cc1
12: CCc1cccc(NC(=O)CN(C)S(=O)(=O)c2cnc[nH]2)c1
entry no.	4	5	6	7	8	9	10	11	12
NPC1 prom act	-1%	-10%	6%	1%	-2%	0%	-2%	-3%	-2%
CXXC DNA block	1%	5%	-3%	6%	/	-1%	-3%	22%	-7%
BRCA1 expr act	-36%	-58%	-6%	9%	-15%	0%	11%	-54%	0%
Rab9 promoter act	1%	-7%	0%	-5%	-7%	5%	-4%	-15%	4%
RORg inh	1%	35%	?	-2%	/	1%[10 µM]	2%	0.32µM*	29%
Gal4-VP16 FLuc	-3%	3%	-20%	-3%	/	2%	5%	0.35µM*	5%
FLuc modulator	-1%	3%	4%	2%	0%	-1%	0%	17µM*	0%
ELG1 genotox	2%	-22%	8%	0%	0%	0%	-1%	-10%	0%
uPA generation	-2%	-19%	-9%	-6%	0%	/	3%	-7%	6%
MBNL1 CUG block	10%	-24%	-5%	-6%	/	-1%	-9%	2%	7%
p53 reactivator	-9%	-4%	-11%	-3%	-2%	1%	-2%	28%	4%

13: CC(C)c1nc2n[nH]c(N)c2c2c1CSC(C)(C)C2
14: O=C(CN1C(=O)c2ccccc2C1=O)NCCOc1ccccc1
15: O=C(NCc1ccc(/C=N\NC(=O)C(=O)Nc2ccccc2Br)o1)C(=O)Nc1ccccc1
16: COc1cccc(C2C(C(=O)OC(C)C)=C(C)N=c3s/c(=C\c4ccc(C(=O)O)cc4)c(=O)n32)c1 (stereo not drawn)
17: O=C(N/C(=C\c1ccc2c(c1)OCO2)C(=O)N1CCOCC1)c1ccccc1Br
18: CCCCC(C(=O)NC1CCCC1)N(C(=O)c1snc(C(N)=O)c1N)c1ccc(C)cc1 (stereo not drawn)
entry no.	13	14	15	16	17	18
NPC1 prom act	0%	-4%	1%	?	2%	-3%
CXXC DNA block	-5%	-5%	54%[activator]	4%	0%	-5%
BRCA1 expr act	-11%	-1%	20%	-1%	-4%	-16%
Rab9 promoter act	-5%	-2%	2%	3%	-3%	-4%
RORg inh	15%	9%	11µM*	-20%	-8%	0%
Gal4-VP16 FLuc	1%	-5%	?	-2%	-12%	-2%
FLuc modulator	11%	0%	-8%	-1%	-1%	2%
ELG1 genotox	-2%	-3%	11%	3%	1%	5%
uPA generation	-13%	10%	2%	0%	11%	5%
MBNL1 CUG block	0%	-7%	7%	7%	6%	3%
p53 reactivator	-9%	-1%	10%	-3%	1%	7%

19: O=C(NCc1cccnc1)c1ccc(CS(=O)(=O)c2ccc(Cl)cc2)o1
20: COc1ccccc1CNC(=O)CNC(=O)c1cn(-c2ccccc2OC)c(=O)c2ccccc12
21: CN(C)CCCN(C(=O)c1ccco1)c1nc2ccc(Cl)cc2s1
22: Cn1cccc1/C=N\NC(=O)C1COc2ccc(C(C)(C)C)cc2O1 (stereo not drawn)
23: CC1Cc2ccccc2N1C(=O)COC(=O)C1=COCCO1 (stereo not drawn)
24: COc1ccc(CNC(=O)COC(=O)c2cccc(S(=O)(=O)N3CCOCC3)c2)cc1
entry no.	19	20	21	22	23	24
NPC1 prom act	2%	-2%	1%	1%	0%	0%
CXXC DNA block	10%	6%	?	-1%	4%	/
BRCA1 expr act	-29%	-26%	-26%	2%	23%	15%
Rab9 promoter act	-6%	6%	2%	-1%	-1%	-3%
RORg inh	21%	16%	-5%	?	6%	/
Gal4-VP16 FLuc	1%	4%	4%	?	2%	/
FLuc modulator	-5%	-1%	2%	?	11%	0%
ELG1 genotox	-7%	2%	8%	-3%	1%	-4%
uPA generation	-5%	2%	2%	14%	-5%	-2%
MBNL1 CUG block	10%	-8%	-9%	1%	3%	/
p53 reactivator	-6%	-8%	-1%	13%	-2%	-3%

25: CNC(=O)N(O)C1N(/N=C/c2cccnc2)C(=S)SC1(C)C (stereo not drawn)
26: CCOCCCNC(=O)C(c1ccccc1)N(Cc1ccc2c(c1)OCO2)C(=O)CNC(C)=O (stereo not drawn)
27: COc1cc(C2NC(=O)NC3=C2C(=O)OC3)cc(OC)c1OC (stereo not drawn)
28: CC(C)Oc1ccc(C(CC(=O)O)NC(=O)C2CCCCC2)cc1 (stereo not drawn)
29: O=C(NCc1ccc(F)cc1)c1ccc(S(=O)(=O)Nc2cccc(C(F)(F)F)c2)cc1
30: O=C(NC1CCCC1)C(c1ccccn1)N(C(=O)c1csnn1)c1ccc(F)cc1 (stereo not drawn)
31: O=C(CSc1n[nH]c(-c2ccncc2)n1)c1cccc([N+](=O)[O-])c1
32: Cc1c(NC(=O)c2ccc(Cl)c(S(=O)(=O)N3CCOCC3)c2)c(=O)n(-c2ccccc2)n1C
33: COc1ccc(NS(=O)(=O)c2cccc(C(=O)OCC(=O)NC3CC3)c2)cc1
entry no.	25	26	27	28	29	30	31	32	33
NPC1 prom act	3%	-3%	-2%	-10%	0%	0%	0%	-4%	2%
CXXC DNA block	3%	3%	-8%	1%	2%	1%	12%	4%	8%
BRCA1 expr act	-18%	2%	13%	-5%	-18%	-3%	21%	4%	12%
Rab9 promoter act	2%	-2%	-2%	-8%	-8%	-7%	-2%	-4%	-8%
RORg inh	11%	26%	12%	-3%	?	-2%	11%	-1%	8%
Gal4-VP16 FLuc	5%	3%[0.365 µM]	-3%	-4%	?	0%	-11%	3%	-1%
FLuc modulator	-2%	7%	0%	-2%	-1%	1%	0%	1%	2%
ELG1 genotox	2%	-7%	-3%	-1%	-2%	0%	-6%	0%	-5%
uPA generation	2%	4%	5%	-6%	2%	0%	-8%	/	-5%
MBNL1 CUG block	/	3%	1%	-11%	/	-6%	?	-1%	2%
p53 reactivator	0%	3%	-6%	-12%	5%	6%	-7%	-2%	6%
